GC-A act: GC-A stimulated cGMP production enhancers – HEK293 GC-A cells, cGMP TR-FRET, EC30 ANP, primary screen; 0% at EC30 ANP, 100% saturating ANP; AID 1671463, 2021; 0.14% of 370,000 active; activation, % at 10 µM; Atrial natriuretic peptide receptor 1 (Homo sapiens), P16066; in the data active = activation above about 40%
DAX1 inh-1: DAX1 (NR0B1) inhibitors on StAR promoter, primary screen, cell-based, luminescence, SF-1 (NR5A1), full-length DAX-1; HEK293T StAR-luciferase reporter, SF-1/DAX-1 repression relief; inhibition, % at 6.8 µM; 1.1% of 370,000 active; AID 652010, 2013;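 active = inhibition above the mean over all tested compounds plus 3 SD, cut at about 3.6% in these data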;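 note: 0% = DAX-1 cells with DMSO and 100% = cells lacking DAX-1 with DMSO; higher inhibition means more luminescence from relief of DAX-1 repression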
ADAM10 inh: human ADAM10 inhibitors, primary screen, biochemical, QFRET, HTS; 0.62% of 370,000 active; Disintegrin and metalloproteinase domain-containing protein 10 (Homo sapiens), O14672; recombinant ADAM10, EDANS/DABCYL FRET peptide cleavage, 3 h; inhibition, % at 7 µM;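 active = inhibition above a per-campaign cutoff equal to the mean of compounds falling between control-based bounds plus 3 SD, cut at about 20% in these data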;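 note: 0% = DMSO wells while the 100% control is not disclosed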
Target sequence (O14672 214-748 limits assumed): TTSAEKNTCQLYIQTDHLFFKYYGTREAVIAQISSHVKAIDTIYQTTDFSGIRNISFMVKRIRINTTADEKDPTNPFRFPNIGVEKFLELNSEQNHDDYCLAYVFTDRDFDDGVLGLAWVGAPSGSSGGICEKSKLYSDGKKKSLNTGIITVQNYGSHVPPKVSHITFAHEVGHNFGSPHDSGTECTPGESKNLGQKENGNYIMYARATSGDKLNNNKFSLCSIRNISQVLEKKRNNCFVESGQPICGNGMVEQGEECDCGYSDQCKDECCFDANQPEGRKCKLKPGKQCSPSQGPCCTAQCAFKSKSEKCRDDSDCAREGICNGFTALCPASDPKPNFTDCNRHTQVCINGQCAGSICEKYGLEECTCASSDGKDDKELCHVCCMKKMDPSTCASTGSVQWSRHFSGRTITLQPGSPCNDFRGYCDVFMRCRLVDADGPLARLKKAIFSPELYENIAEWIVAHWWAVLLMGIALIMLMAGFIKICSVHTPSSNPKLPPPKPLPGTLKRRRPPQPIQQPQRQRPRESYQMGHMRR
DAX1 inh-2: DAX1 (NR0B1) inhibitors, primary screen, cell-based, HEK293, Gal4-DAX1, luciferase luminescence | Nuclear receptor subfamily 0 group B member 1 (Homo sapiens), P51843 | AID 504766, 2011 | inhibition, % at 6.75 µM | HEK293 Gal4-DAX1 luciferase reporter | 0.99% of 340,000 active;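 active = inhibition above the mean over all tested compounds plus 3 SD, cut at about 4.2% in these data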;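 note: 0% = DAX1-transfected cells with DMSO and 100% = empty-vector control cells with DMSO; inhibition shows as a rise in luminescence from relieved DAX1 repression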
Target sequence (P51843 207-470 limits assumed): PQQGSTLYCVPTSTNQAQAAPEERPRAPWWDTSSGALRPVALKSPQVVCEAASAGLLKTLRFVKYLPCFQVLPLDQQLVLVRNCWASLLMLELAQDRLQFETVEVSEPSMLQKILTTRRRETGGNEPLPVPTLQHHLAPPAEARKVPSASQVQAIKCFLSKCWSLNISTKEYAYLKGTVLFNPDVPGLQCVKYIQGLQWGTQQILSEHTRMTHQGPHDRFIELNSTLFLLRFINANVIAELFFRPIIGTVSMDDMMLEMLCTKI
GAA850 FXN act: FXN promoter activators, primary screen, cell-based, luciferase luminescence, HEK293 lucGAA850; HEK293 lucGAA850 FXN promoter luciferase reporter, 24 h; percent of 10 µM SAHA response; activation, % at 6 µM; 0.56% of 360,000 active; AID 540364, 2011;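 active = activation above the average of all compounds screened plus 3 SD, cutoff fixed separately per campaign, cut at about 7.5% in these data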;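 note: 0% = DMSO wells and 100% = 10 µM SAHA wells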
hcDAF-12 act: H. contortus DAF-12 nuclear receptor activators, primary screen, cell-based, luminescence, HEK293, lit1-tk-luc reporter; HEK293 hcDAF-12 lit1-tk-luc reporter; 0% DMSO, 100% Δ7-dafachronic acid; activation, % at 6.8 µM; AID 652067, 2013; 1.4% of 370,000 active;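 active = activation above the mean of all tested compounds plus 3 SD, cut at about 5.5% in these data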;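 note: 100% = response to 3 µM Δ7-dafachronic acid high control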
SMARCA2 act: SMARCA2 (BRM) function activators, primary screen, cell-based, luminescence, high throughput | activation, % at 9.1 µM | MG213 cells, MMTV-luciferase reporter, dexamethasone, overnight | 1% of 370,000 active; in the data active = activation above about 7.8%;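 note: 0% = vehicle wells and 100% = reference activator wells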
ADAM17 inh: ADAM17 inhibitors, primary screen, biochemical, QFRET; recombinant ADAM17, EDANS/DABCYL FRET peptide cleavage; inhibition, % at 6.95 µM; 0.83% of 370,000 active; AID 720648, 2013;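 active = inhibition above the mean of compounds lying between control limits plus 3 SD, set per campaign, cut at about 8.5% in these data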;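 note: 0% = DMSO-only wells as the low control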
ssDAF-12 act: S. stercoralis DAF-12 nuclear receptor activators, primary screen, cell-based, luminescence, HEK293, GRIP1 co-expression, lit1-tk-luc; Nuclear hormone receptor DAF-12 (Strongyloides stercoralis); HEK293 ssDAF-12/GRIP1 lit1-tk-luc reporter; % of 3 µM dafachronic acid response; activation, % at 6.8 µM; 1% of 370,000 active; AID 652126, 2013;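 active = activation above the mean over all tested compounds plus 3 SD, cut at about 0.9% in these data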;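 note: 0% = DMSO-only wells and 100% = 3 µM delta7-dafachronic acid wells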
PG9 Ab binder: binders of HIV-1 gp120 antibody PG9, primary screen, biochemical, TR-FRET | HIV-1 gp120 / PG9 antibody interaction | TR-FRET gp120-PG9 antibody binding | inhibition, % at 6.7 µM | 0.43% of 360,000 active | AID 624416, 2012; in the data active = inhibition above about 8.5%
hgDAF12 agonist: H. glycines DAF-12 receptor agonists, primary screen, cell-based, luminescence, HEK293, GAL4 fusion, UAS-luciferase; activation, % at 6.8 µM; Nuclear hormone receptor DAF-12 (Heterodera glycines), GAL4 fusion; 1.8% of 370,000 active; HEK293 GAL4-hgDAF12 UAS-luciferase reporter, agonist luminescence; normalized to butyrate control;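 active = activation above a cutoff set at the mean of all screened compounds plus 3 SD, cut at about 10% in these data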;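 note: 0% = DMSO wells and 100% = sodium butyrate wells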
The depositor's hits bear a star; nt = no result given.

Screens in order: GC-A act	DAX1 inh-1	ADAM10 inh	DAX1 inh-2	GAA850 FXN act	hcDAF-12 act	SMARCA2 act	ADAM17 inh	ssDAF-12 act	PG9 Ab binder	hgDAF12 agonist
- COC(=O)Nc1sc2c(c1C(N)=O)CCCCCC2
  -1	-0.5	-9	1.2	-1.7	-1.4	-2	-5	-1.5	2.2	-1.0
- COc1ccccc1NC(=O)Cn1nc(C(F)(F)F)c2c1CCCC2
  -1	-0.3	3	0.1	2.3	-2.1	-3	-2	-1.2	0.7	-1.7
- COc1cccc(C(=O)Nc2c3c(nn2-c2ccc([N+](=O)[O-])cc2)CS(=O)(=O)C3)c1
  -7	-0.3	12	-0.3	-0.7	-1.0	-3	-4	-1.4	-0.1	-0.6
- CC(=O)Nc1ccc(S(=O)(=O)NC2(C(F)(F)F)C(=O)Nc3c2c(=O)n(C)c(=O)n3C)cc1 (stereo not given)
  5	-0.5	-8	0.9	-1.1	-0.5	2	-2	-1.5	-0.7	0.5
- Cc1cc(C)c(C#N)c(OCC(=O)c2ccc(Br)cc2)n1
  0	-0.1	0	1.1	-0.1	-0.5	-3	-2	-0.9	3.6	-1.3
- O=C(COC(=O)C1CCCCC1)Nc1cc([N+](=O)[O-])ccc1F
  2	0.0	6	1.1	-0.1	0.1	5	4	-1.7	-1.5	-2.0
- CCC(C)c1ccc(NC(=O)CC(C)=O)cc1 (stereo not given)
  5	-0.3	-1	2.6	0.1	-0.2	0	-4	0.0	1.8	3.6
- CCOc1cc(C(=O)Nc2ccc(C(=O)NCCN(CC)CC)cc2)ccc1OCC(=O)N1CCOCC1
  1	-1.3	1	1.2	1.3	-0.8	4	-1	-1.6	-2.9	1.1
- COc1ccc(OC2(C)CCN(Cc3ccccc3OC(F)F)C2)cc1 (stereo not given)
  -2	-0.7	-8	nt	1.1	-0.3	5	0	-0.9	-1.7	0.4
- COCCCN=Cc1c(-c2ccccc2)[nH]n(-c2nc3ccccc3s2)c1=O
  -1	1.1	-2	3.2	-0.1	-0.3	0	-3	-2.4	0.8	6.6
- CC(C)(C)c1ccc(NC(=O)N2CCN(c3ccc([N+](=O)[O-])cn3)CC2)cc1
  -1	-0.5	-8	-3.1	-0.8	-2.5	-7	0	-1.2	-1.2	-4.0
- CSCCC(NS(=O)(=O)c1ccc(C)cc1)C(=O)NNC(=O)c1csc(N2CCOCC2)n1 (stereo not given)
  -1	-0.6	0	-0.8	-1.5	0.0	2	4	-1.2	0.1	-1.6
- CCn1c(CNc2cccc(C(F)(F)F)c2)n[nH]c1=S
  -2	-0.4	1	0.2	0.7	-1.3	3	-1	-1.1	-5.1	0.6
- Cc1ccccc1NS(=O)(=O)c1ccc2[nH]c(=O)[nH]c2c1
  5	0.2	2	nt	3.0	1.2	0	-3	-0.7	-0.8	-1.1
- COn1c(SCc2ccc(C)cc2C)nc2ccccc2c1=O
  -3	-0.7	13	1.1	0.6	-2.2	-3	-3	-2.0	-1.9	1.2
- Cc1cnc2cc(Cl)ccc2c1SCC(=O)O
  3	-0.1	2	-0.6	2.1	3.8	-1	-7	-0.9	0.4	-1.1
- O=C(CSc1n[nH]c(-c2ccco2)n1)Nc1ccccc1F
  0	0.5	6	-0.5	-1.7	0.1	-1	4	-1.0	-0.3	4.8
- CCCC(C)c1nnc(NC(=O)C2CC(=O)N(CCc3ccc(F)cc3)C2)s1 (stereo not given)
  -3	0.1	3	-0.9	-0.9	-1.0	-3	3	-1.0	-1.3	0.5
- O=C(CSc1nnc(-c2cccs2)n1CC1CCCO1)N1CCCC1 (stereo not given)
  2	-0.2	2	-1.3	0.4	-0.9	-2	-2	-1.9	1.1	4.1
- CCOC(=O)[C@H](CCc1ccccc1)N[C@@H](C)C(=O)N1Cc2cc(OC)c(OC)cc2C[C@H]1C(=O)O
  2	-0.7	-2	nt	nt	-0.7	5	-1	-1.1	nt	1.6

Entries of single compounds as entered above. Order of values: GC-A act	DAX1 inh-1	ADAM10 inh	DAX1 inh-2	GAA850 FXN act	hcDAF-12 act	SMARCA2 act	ADAM17 inh	ssDAF-12 act	PG9 Ab binder	hgDAF12 agonist
Listed for CCOC(=O)[C@H](CCc1ccccc1)N[C@@H](C)C(=O)N1Cc2cc(OC)c(OC)cc2C[C@H]1C(=O)O : 2	-0.7	-2	nt	nt	-0.7	5	-1	-1.1	nt	1.6
Listed for CSCCC(NS(=O)(=O)c1ccc(C)cc1)C(=O)NNC(=O)c1csc(N2CCOCC2)n1 (stereo not given) : -1	-0.6	0	-0.8	-1.5	0.0	2	4	-1.2	0.1	-1.6

Returning to the listing, repeating the two entries before the break.
Screens in order: GC-A act	DAX1 inh-1	ADAM10 inh	DAX1 inh-2	GAA850 FXN act	hcDAF-12 act	SMARCA2 act	ADAM17 inh	ssDAF-12 act	PG9 Ab binder	hgDAF12 agonist
- O=C(CSc1nnc(-c2cccs2)n1CC1CCCO1)N1CCCC1 (stereo not given)
  2	-0.2	2	-1.3	0.4	-0.9	-2	-2	-1.9	1.1	4.1
- CCOC(=O)[C@H](CCc1ccccc1)N[C@@H](C)C(=O)N1Cc2cc(OC)c(OC)cc2C[C@H]1C(=O)O
  2	-0.7	-2	nt	nt	-0.7	5	-1	-1.1	nt	1.6
- CCCc1ccc(NC(=O)C2CCN(c3cnccn3)CC2)cc1
  2	-0.3	-38	-0.7	-0.1	-1.1	-2	-12	-1.6	0.7	-2.0
- CCN(C(=O)COc1cc(OC)ccc1C(C)=O)C1CCS(=O)(=O)C1 (stereo not given)
  -2	-0.6	-3	0.1	-0.9	0.0	-3	-4	-1.1	1.3	0.9
- COC(=O)C1=C(C)N(c2cc(C)cc(C)c2)/C(=C/c2ccco2)C1=O
  -13	0.2	-1	1.1	1.9	0.2	-2	-1	-1.4	-1.0	-1.7
- Cc1cc(C)c(NC(=O)CS(=O)CC(=O)NCCN2CCCCCC2)c(C)c1 (stereo not given)
  -3	0.1	4	-0.5	0.9	-3.2	-1	1	-0.1	-0.6	-3.6
- CCC(C)[C@H]1CNC(=O)C(=O)N1CCc1cccc(F)c1 (stereo not given in full)
  2	0.5	-17	nt	nt	0.0	-3	-3	0.0	1.3	-3.2
- COc1ccc(C(=O)NC(C)c2cccnc2)cc1S(=O)(=O)N(C)Cc1ccccc1 (stereo not given)
  -1	-0.8	-2	0.6	1.8	0.7	-3	-3	-1.2	2.0	-0.8
- CC1C(=O)NN=C1C(=O)N/N=C/c1cccs1 (stereo not given)
  -5	0.8	8	0.7	1.0	0.8	3	1	-1.3	-7.2	2.5
- CCCOc1ccc(C(=O)CCNc2ccc(C)c(Cl)c2)cc1
  2	-0.1	5	0.1	2.2	1.0	5	2	-0.3	0.8	-1.8
- CC(=O)Nc1ccc(-n2nnnc2SCC(=O)NC2CCCC2)cc1
  -1	-0.1	-2	-0.4	-1.5	-0.8	4	-1	-0.7	-0.9	-2.0
- COC(Cn1c2c(c3cc(C)ccc31)CCCC2NCc1ccccc1)OC (stereo not given)
  -6	0.0	-6	nt	2.6	-0.7	-2	-2	-1.2	0.1	0.8
- O=C1C(Cl)=C(NC2CCCCC2)C(=O)N1Cc1ccccc1
  4	-0.4	-8	0.8	1.1	0.0	-2	-3	-0.6	-0.7	1.8
- CCN1C(=O)N[C@@H](c2cccc(C(F)(F)F)c2)C(C(=O)OC)=C1C
  6	-0.2	1	-0.5	1.3	-0.7	0	-2	-1.3	-2.9	-0.2
- CCCS(=O)(=O)c1nc(S(=O)(=O)c2ccc(C)cc2)c(N2CCN(CCO)CC2)s1
  -4	-0.3	-8	0.0	-0.7	-2.9	0	-1	-0.8	0.6	0.2
- O=C(NCC1COc2ccccc2O1)C1CCCN(S(=O)(=O)c2cccc3cccnc23)C1 (stereo not given)
  -7	0.4	-12	-1.8	-3.0	1.2	-2	-2	-0.3	-1.5	3.5
- OC1(c2ccc(Br)cc2)CN(c2ccccc2)C2=[N+]1CCS2 (stereo not given)
  -22	-0.1	6	-0.9	3.2	-0.5	3	-2	-1.1	0.3	-1.5
- COc1ccc(Cl)cc1NC(=O)CN(C)CC(=O)Nc1ccccc1N1CCOCC1
  -22	-2.4	2	-1.5	-3.6	1.3	-2	-2	-1.2	1.1	-1.8
- CCCn1nnc(NC(=S)NC(=O)CC)n1
  1	0.0	-5	-0.4	-0.5	-2.1	-3	1	-0.6	-0.5	0.2
- N#Cc1ccc(C(=O)OCC(=O)Nc2cccnc2Cl)cc1
  -1	-0.2	-10	0.3	0.8	1.4	0	0	-0.3	0.4	4.6
- CC(=O)Nc1cccc2cc(S(=O)(=O)O)ccc12
  -9	-0.8	-8	nt	nt	1.6	-5	-6	-0.4	-1.2	0.1
- CCCN1CCN(CCNC(=O)Nc2ccccc2Cl)CC1
  1	0.6	-2	2.3	2.9	1.6	0	-1	-1.2	0.5	-0.2
